High-throughput results: PubChem BioAssay, National Center for Advancing Translational Sciences (NCATS)
IL-2 act = activators of IL-2 | IL-2 activation reporter assay, cell-based qHTS; stimulated with anti-CD3/CD4/CD28 beads; in transgenic mouse T cells | activation, % (series mostly up to about 46 µM) | 360,000 compounds, 0.065% hits; in the data active = activation above about 50%; inconclusive = mostly about 30% to 49%; note: 0% is about no effect
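Using fluorescent plate cytometry, EGFP and DsRed are detected in transgenic mouse T cells stimulated 18 h at 37 degrees C with antibody-coated beads after 60 min compound pretreatment.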
CCT modulator = changes cytosolic chaperonin activity; purified chaperonin ATPase assay, HTRF ADP detection, 30 min; activity change, % (test concentration not listed), hits read low; 360,000 compounds, 0.3% hits; AID 651819; in the data active = activity change below about -30%; note: % is set by controls: 0 for no effect and ±100 for the full control effect
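Nucleotide hydrolysis assay: TRiC at 20–40 nM final (set by batch activity) with 10 uM ATP, 30 min at 37 °C, in presence of 76 uM compound. Detection by competitive ADP HTRF, 30 min ambient.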
PI5P4Ka inh = blocks human PI5P4K alpha kinase activity; P48426; PI5P4Kalpha enzyme, ADP-Glo luminescence, 60 min; active compounds read low; max response, %; 330,000 compounds, 1.2% hits; active = max response of -50% or lower; inconclusive = between -30% and -50%; inactive = -30% or higher; note: value at the top dose of about 77 µM; % is set by controls: 0 for no effect and ±100 for the full control effect
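Controls without substrate or without enzyme flank wells where PI5P4Kalpha converts substrate using 5 microM ATP (final). Incubation lasts 60 minutes at room temperature; ADP formed is read by ADP-Glo luminescence.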
EPAC2 agonist = agonists of human EPAC2 (RAPGEF4); Potency, µM (top dose mostly 154 µM), for inactives: top-dose activation, usual class: activators; Q8WZA2; EPAC2 activation, biochemical qHTS; response scale: 100% = 6.5 mM cAMP response; 360,000 compounds, 0.079% hits; note: potency is the fitted concentration of half-maximal effect; nearly all actives have a fitted effect of over 50% in size
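Each well held 100 nM EPAC2, 250 nM RAP1B-BODIPY-GDP and 50 uM GDP. Fluorescence, read at 5-min intervals to 30 min, was referenced to a 6.5 mM cAMP positive control.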
EPAC1 ag = activates human EPAC1 exchange factor | O95398 | EPAC1 agonist qHTS, biochemical assay; response scale: 100% = response to 6.5 mM cAMP | Potency, µM (titrated, usually from 154 µM), for the others: at the highest dose activation, hits mostly activators | 360,000 compounds, 0.073% hits | AID 720707; note: potency is the fitted concentration of half-maximal effect; nearly all actives have a fitted effect of over 60% in size
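Nucleotide exchange assay: 100 nM EPAC1 with 250 nM Rap1B loaded with BODIPY-GDP and 50 uM GDP, room temperature. Fluorescence (480/540 nm) read every 5 min for 30 min; signal change normalized to 6.5 mM cAMP as full agonist.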
PLK1 PBD block = PLK1 (human) polo-box domain binding inhibition; P53350; Plk1 PBD binding of FITC phosphopeptide, fluorescence polarization; Potency, µM, for inactives: max response, negative = inhibition, actives largely listed as inhibitors; 360,000 compounds, 2.8% hits; note: potency is the fitted concentration of half-maximal effect; series mostly up to about 57 µM; % is set by controls: 0 for no effect and ±100 for the full control effect; nearly all actives have a fitted effect of over 65% in size
EPAC1 antag = EPAC1 (human) antagonism; O95398; EPAC1 GEF assay, Rap1b-BODIPY-GDP exchange fluorescence; Potency, µM (top dose mostly 115 µM), inactives show at the highest dose activity change, negative = inhibition, actives largely listed as inhibitors; 360,000 compounds, 0.14% hits; AID 720709;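 note: potency is the fitted concentration of half-maximal effect; plate controls were vehicle for no effect and positive control for full effect; nearly all actives have a fitted effect of over 50% in size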
WRN inhibitor = WRN helicase (human) inhibition; 360,000 compounds, 0.46% hits; Q14191; Potency, µM (highest dose often 114 µM), without a hit: top-dose activity change, negative = inhibition, actives largely listed as inhibitors; WRN helicase unwinding, fluorescent forked duplex, kinetic; note: potency is the fitted concentration of half-maximal effect; % is set by controls: 0 for no effect and ±100 for the full control effect; nearly all actives have a fitted effect of over 55% in size
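Kinetic fluorescence helicase assay: unwinding of a quenched forked DNA duplex (100 nM final) with 2 mM ATP final raises red fluorescence (525/598 nm). Compounds sat 15 min at room temperature with 20 nM WRN beforehand.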
* = called active by the depositor; ? = inconclusive; / = not tested or not shown; & = joins results of further samples; [ ] = another dose, or the depositor's remark. Unless noted, calls come from the whole dose curve; as a rule, active = well fitted curve in the direction sought with a large enough effect; inconclusive = small, poorly fitted or top-dose-only effect, or another doubt; inactive = no such curve, though single readings can be large; an effect the other way counts as inactive or inconclusive. Some of the compounds tested; count on the stated rates, not on these rows.

SMILES	IL-2 act	CCT modulator	PI5P4Ka inh	EPAC2 agonist	EPAC1 ag	PLK1 PBD block	EPAC1 antag	WRN inhibitor
Cc1ccc2nc(N(CCN(C)C)C(=O)/C=C/c3cccs3)sc2c1	0.6	2.7	1	8%	-1%	-8%	-23%	-14%
Cc1nc(-c2ccccc2)cc(-c2ccccc2)n1	-6.2	0.9	19	12%	14%	10%	5%	-10%
CC(=O)Oc1ccc(N2C(=O)C3C4C=CC(CO)(O4)C3C2=O)cc1 (stereo not given)	-0.6	-1.5	-4	6%	-5%	27µM*	-5%	-29%
O=C1CCCN1CCC1CCN(C(=O)Nc2ccccc2)CC1	0.6	-0.1	/	1%	1%	-8%	-4%	2%
CC(=O)Nc1ccc(C)c(NC(=S)Nc2ccc(F)cc2)c1	-0.1	-5.0	1	2%	-5%	-2%	3%	13%
c1ccc(C2CCCN(Cc3nc(CC4CC4)no3)CC2)cc1 (stereo not given)	-0.7	-0.9	-1	11%	0%	-8%	-12%	-11%
COc1ccc(CNC(=O)CSc2ccc(Br)cc2)cc1OC	0.4	0.1	-3	9%	10%	?	-14%	-16%
CSCC(=O)N1CCc2ccc(NC(=O)c3ccccc3Cl)cc2C1	-1.5	0.7	-1	-2%	0%	-3%	-23%	8%
COc1ccc(OCCCC(=O)NCC(C)C)cc1	-1.8	1.1	3	1%	5%	1%	7%	1%
COc1ccc(/C=C/C(=O)N[C@@H](C)C(=O)O)cc1	-2.6	-0.8	-7	7%	-10%	-6%	4%	-3%
Cc1nnc(NC(=O)CSc2ncnc3scc(-c4ccccc4)c23)s1	-2.2	-0.7	/	0%	-3%	-4%	16%	3%
CNc1ccc2ncc(-c3ccccc3C(C)=O)n2n1	0.3	-1.9	1	-5%	1%	-2%	19%	1%
Cc1cc(C)n2nc(C(=O)NCc3ccccc3)nc2n1	0.2	1.5	-10	-4%	6%	-6%	21%	4%
N#Cc1ccc(NC(=O)Cn2cnc(S(=O)(=O)N3CCOCC3)c2)cc1	-1.5	-0.4	-2	1%	-6%	-11%	-1%	5%
COc1ccc(C(=O)NC(C)c2nnc(SCC(=O)NC3CCCCC3)n2C)cc1 (stereo not given)	-3.7	-6.8	-7	7%	1%	-9%	-14%	-2%

Shown as a hit in PLK1 PBD block (from the list above):
mol | IL-2 act | CCT modulator | PI5P4Ka inh | EPAC2 agonist | PLK1 PBD block | EPAC1 antag | WRN inhibitor
CC(=O)Oc1ccc(N2C(=O)C3C4C=CC(CO)(O4)C3C2=O)cc1 (stereo not given) | -0.6 | -1.5 | -4 | 6% | 27µM* | -5% | -29%

(continued)
SMILES	IL-2 act	CCT modulator	PI5P4Ka inh	EPAC2 agonist	EPAC1 ag	PLK1 PBD block	EPAC1 antag	WRN inhibitor
COc1ccc(COC(=O)N/C=C/c2ccco2)cc1	-0.7	-0.6	-14	1%	9%	-2%	-17%	-6%
CCN(C(=O)COC(=O)c1ccccc1Nc1ccccc1)c1c(N)n(Cc2ccccc2)c(=O)[nH]c1=O	0.5	-2.8	-4	3%	-3%	4%	-6%	3%
S=C(NCc1cccnc1)Nc1ccc(Cl)cc1Cl	-3.9	-2.0	-3	2%	8%	-16%	-24%	-13%
O=C(Nc1cccc2c1CCCC2)c1cc(C2CCCCN2C(=O)c2cccs2)on1 (stereo not given)	0.1	0.9	-6	11%	-18%	-2%	9%	-3%
CN(Cc1c(F)cccc1Cl)C(=O)c1ccc(COc2ccccc2)cc1	-4.5	-0.6	-1	5%	-2%	-2%	-29%	-11%
Cc1ccc(-c2csc(NCCn3c(-c4ccncc4)nc4ccccc43)n2)cc1	-0.3	0.3	20	8%	-2%	0%	2%	4%
Cc1cc(Cl)c2oc(C(=O)N3CCCCC3CCN3CCCC3=O)c(C)c2c1 (stereo not given)	-7.6	0.5	0	15%	3%	-19%	22%	5%
Cc1ccccc1NS(=O)(=O)c1ccc2[nH]cc(C(=O)NCCCN3CCOCC3)c(=O)c2c1	0.9	-2.8	-9	6%	4%	-4%	-12%	5%
CC(C)CCNC(=O)c1cc(S(=O)(=O)N2CCC3(CC2)OCCO3)ccc1F	-0.9	2.2	2	-6%	2%	6%	8%	-2%
CN(C1CCCCC1)S(=O)(=O)c1ccc(NC(=O)c2ccc(Br)o2)cc1	-0.7	-1.0	-2	1%	11%	-1%	-7%	-5%
O=C(CSc1nnc(COc2ccccc2)n1Cc1ccco1)Nc1ccc2c(c1)OCCO2	17	-0.7	/	17%	8%	-7%	-1%	-10%
O=C(NCCc1c[nH]c2ccc(Cl)cc12)c1cccnc1	2.0	2.7	/	5%	2%	-9%	13%	-21%
CC(O)c1c(-c2ccccc2)nn(C)c1Cl (stereo not given)	0.2	-0.2	-1	-3%	12%	-2%	0%	4%
CC(C)CCNC(=O)Cn1cc2c(n1)CCCCC2	-3.5	-0.5	-3	9%	2%	5%	-8%	-6%
CC(=O)c1ccc(N2CCC(c3cc(-c4ccc(Cl)cc4Cl)n[nH]3)CC2)c([N+](=O)[O-])c1	0.4	-0.9	/	0%	5%	-6%	7%	-2%

Three compounds already listed, arranged by formula weight, rising:
SMILES	IL-2 act	CCT modulator	PI5P4Ka inh	EPAC2 agonist	EPAC1 ag	PLK1 PBD block	EPAC1 antag	WRN inhibitor
COc1ccc(COC(=O)N/C=C/c2ccco2)cc1	-0.7	-0.6	-14	1%	9%	-2%	-17%	-6%
Cc1nnc(NC(=O)CSc2ncnc3scc(-c4ccccc4)c23)s1	-2.2	-0.7	/	0%	-3%	-4%	16%	3%
CC(C)CCNC(=O)c1cc(S(=O)(=O)N2CCC3(CC2)OCCO3)ccc1F	-0.9	2.2	2	-6%	2%	6%	8%	-2%

The main list resumes, starting four compounds before the break.
SMILES	IL-2 act	CCT modulator	PI5P4Ka inh	EPAC2 agonist	EPAC1 ag	PLK1 PBD block	EPAC1 antag	WRN inhibitor
O=C(NCCc1c[nH]c2ccc(Cl)cc12)c1cccnc1	2.0	2.7	/	5%	2%	-9%	13%	-21%
CC(O)c1c(-c2ccccc2)nn(C)c1Cl (stereo not given)	0.2	-0.2	-1	-3%	12%	-2%	0%	4%
CC(C)CCNC(=O)Cn1cc2c(n1)CCCCC2	-3.5	-0.5	-3	9%	2%	5%	-8%	-6%
CC(=O)c1ccc(N2CCC(c3cc(-c4ccc(Cl)cc4Cl)n[nH]3)CC2)c([N+](=O)[O-])c1	0.4	-0.9	/	0%	5%	-6%	7%	-2%
Cc1ccccc1NC(=O)c1ccc(F)c(S(=O)(=O)N2CCN(c3ccccn3)CC2)c1	-5.2	-0.1	/	4%	-8%	-5%	-3%	7%
O=C(O)COc1ccc(/C=N/NC(=O)C2CCCN2S(=O)(=O)c2ccc(Cl)cc2)cc1 (stereo not given)	-1.5	-2.9	0	5%	9%	-6%	-12%	-1%
O=[N+]([O-])c1cccc(S(=O)(=O)NCC2CCCO2)c1 (stereo not given)	-0.2	-2.0	6	1%	-2%	-17%	-30%	-7%
O=C(Nc1nnc(CCN2CCOCC2)s1)C1CCCCC1	0.0	0.2	-8	6%	4%	-4%	-3%	-5%
CCCC(CCC)c1nc2ccncc2[nH]1	0.4	-0.7	0	6%	-1%	-6%	-3%	5%
COc1ccc(N2C(=O)C3CCCCC3C2=O)cc1NC(=O)c1ccccc1 (stereo not given)	0.4	-1.5	0	10%	11%	-8%	1%	-19%
CCOC(=O)[C@]12CCC=C1N(Cc1ccc3c(c1)OCO3)C(=O)[C@H](CC(=O)NCc1cccs1)C2	1.4	-0.2	-3	2%	1%	-2%	14%	-1%
Cc1cc(C)nc(N2CCC(C(=O)NC3CC3)CC2)n1	0.3	-0.2	5	1%	-4%	2%	16%	10%
Cc1csc(=Nc2ccc(S(=O)(=O)N3CCOCC3)cc2)n1Cc1ccco1	-5.1&0.7	-7.3&1.8	-8&-16	10%&16%	7%&8%	4%&-5%	-2%&9%	-21%&-2%
CC1(C)C(=O)OC(/C=C/c2cccc([N+](=O)[O-])c2)C(C)(C)C1=O (stereo not given)	-0.9	-1.4	5	9%	4%	-11%	-5%	2%
CCCn1c(=O)c(C(=O)OCC)c(O)c2cc(Br)ccc21	-2.3	-3.1	-1	-3%	-14%	-13%	-11%	-14%
CNC[C@@H]1Oc2cc(Br)ccc2S(=O)(=O)N([C@@H](C)CO)C[C@@H]1C	-3.3	0.1	-2	4%	1%	-6%	5%	-2%
CCN(CC)C(=O)c1csc(COCCO)n1	-0.2	-1.2	-1	0%	-6%	-8%	23%	-4%
O=c1c2ccccc2oc2c1ccc1ccccc12	-0.3	0.0	-2	4%	-10%	-18%	-12%	-2%
COC(=O)c1ccc(CON2C(=O)c3ccccc3C2=O)cc1	-0.2	-1.0	5	-1%[15.6 µM]	2%	-5%	-3%	-5%
Cc1ccc(SCC(=O)OCn2nnc3ccccc3c2=O)cc1C	-0.7	2.2	11	6%	-3%	-12%	-6%	1%
